RXFP1 agonist = qHTS Assay for Agonists of the Relaxin Receptor RXFP1; HEK293T-RXFP1 cAMP TR-FRET, 30 min; response scale: percent of porcine relaxin response, buffer zero; Potency, µM (highest dose often 57.5 µM), inactives show at the highest dose activation, usual class: activators; hit rate 0.3% among 370,000; AID 2676, 2010; active = well fitted activation curve with a large enough effect; inconclusive = small, poorly fitted or top-dose-only effect; also: potency is read from the fitted curve at half-maximal effect; % is scaled to controls: 0 for no effect and ±100 for the full control effect; nearly all actives have a fitted effect of over 60% in size; many of its hits are not listed in these tables
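cAMP rise read by TR-FRET after 30 min, 37C compound exposure (up to 58 uM) in RXFP1-transfected HEK293 cells with Ro 20174 present. EC50 from Hill-equation fits, with 29 nM porcine relaxin as 100% and buffer as basal.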
D2 ag = HTS Assay for Allosteric Agonists of the Human D2 Dopamine Receptor: Primary Screen for Agonists; D(2) dopamine receptor (Homo sapiens), P14416; HEK293 T-REx D2 cells, calcium flux agonist mode; activation, % at 2 µM; hit rate 0.53% among 340,000; AID 485358, 2010;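 active = activation over 3 SD above normal in the single-dose calcium agonist read, cut at about 30% in these data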; also: 0% is about no effect
Target sequence (P14416 whole entry, looked up): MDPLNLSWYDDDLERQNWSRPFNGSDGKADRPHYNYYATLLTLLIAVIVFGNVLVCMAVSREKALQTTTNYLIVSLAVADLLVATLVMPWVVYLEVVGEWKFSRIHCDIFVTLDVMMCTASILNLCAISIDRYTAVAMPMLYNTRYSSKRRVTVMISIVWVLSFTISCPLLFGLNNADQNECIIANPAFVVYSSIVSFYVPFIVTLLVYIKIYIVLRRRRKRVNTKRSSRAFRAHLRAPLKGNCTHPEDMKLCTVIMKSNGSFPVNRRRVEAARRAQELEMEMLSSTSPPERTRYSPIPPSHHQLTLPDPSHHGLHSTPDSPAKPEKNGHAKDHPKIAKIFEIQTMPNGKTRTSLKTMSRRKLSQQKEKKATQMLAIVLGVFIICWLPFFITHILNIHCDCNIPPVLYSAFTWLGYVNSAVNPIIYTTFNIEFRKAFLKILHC
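In this primary screen, compounds producing a positive calcium signal within 180 s of addition to tetracycline-induced, force-coupled HEK293 Trex D2 cells are flagged; cells are dye-loaded with a no-wash calcium kit beforehand.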
D1 PAM = Potentiators of Human D1 Dopamine Receptor: qHTS; HEK293 TREx D1 cells, calcium flux, dopamine EC20 potentiation; hit rate 0.036% among 360,000; potentiation, % at 10 µM; D(1A) dopamine receptor (Homo sapiens), P21728; AID 504651, 2011; in the data active = potentiation above about 30%; also: 0% is about no effect
D2 antagonist = HTS Assay for Allosteric Antagonists of the Human D2 Dopamine Receptor: Primary Screen for Antagonists; D(2) dopamine receptor (Homo sapiens), P14416; HEK293 TREx D2 cells, calcium flux, dopamine EC80; inhibition, % at 10 µM; hit rate 2% among 340,000; in the data active = inhibition above about 30%; also: 0% is about no effect
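Dopamine at EC80 is the agonist stimulus; test compounds precede it by 180 s. Calcium flux read kinetically in a force-coupled, inducible HEK293 T-REx D2 cell line.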
TRHR PAM = qHTS for Small Molecule Agonists and Allosteric Enhancers of Human TRH Receptor: Primary Screen for Enhancers | Thyrotropin-releasing hormone receptor (Homo sapiens), P34981 | TRHR cells, fluo-8 calcium fluorescence, EC20 TRH enhancement | enhancement, % at 2 µM | hit rate 0.66% among 360,000 | AID 493056, 2011; in the data active = enhancement above about 30%; also: 0% is about no effect
Target sequence (P34981 whole entry, looked up): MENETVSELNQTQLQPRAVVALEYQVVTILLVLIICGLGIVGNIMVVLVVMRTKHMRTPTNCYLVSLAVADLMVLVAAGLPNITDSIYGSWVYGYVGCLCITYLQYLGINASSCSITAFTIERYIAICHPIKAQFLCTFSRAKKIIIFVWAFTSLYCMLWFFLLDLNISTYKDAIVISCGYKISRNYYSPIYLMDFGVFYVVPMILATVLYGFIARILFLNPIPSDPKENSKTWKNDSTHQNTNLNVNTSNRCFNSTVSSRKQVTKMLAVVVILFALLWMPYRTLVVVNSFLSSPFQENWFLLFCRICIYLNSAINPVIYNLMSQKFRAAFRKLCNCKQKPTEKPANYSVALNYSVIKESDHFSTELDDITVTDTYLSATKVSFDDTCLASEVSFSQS
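Enhancer read-out: after compound pinning and an initial kinetic agonist-mode read, an EC20 of TRH (10 nM final) was injected and fluo-8 calcium signal (Ex 480/Em 530) followed at 1 s/cycle for 100 cycles in TRHR-expressing cells.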
D1 antag = Antagonist of Human D 1 Dopamine Receptor: qHTS; D(1A) dopamine receptor (Homo sapiens), P21728; HEK293 TREx D1 cells, calcium flux, dopamine EC80; active compounds read low; activity change, negative = inhibition, % at 10 µM; hit rate 3.2% among 360,000; AID 504652, 2011; in the data active = activity change below about -30%; also: % is scaled to controls: 0 for no effect and ±100 for the full control effect
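Antagonism measured as reduced calcium response to an EC80 dopamine addition following 180 s compound pre-read; cells were inducible HEK293 Trex D1 plated overnight at 30 C, read kinetically at 1 cycle/sec.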
D1 agonist = Allosteric Agonists of the Human D1 Dopamine Receptor: qHTS; HEK293 T-REx D1 cells, calcium flux, agonist mode; activation, % at 2 µM; AID 504660, 2011; hit rate 1% among 360,000; in the data active = activation above about 30%; also: 0% is about no effect
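Agonism was scored from calcium flux recorded over 180 s (1 read/s) after pintool compound addition, following a 10-cycle baseline. Cells were inducible force-coupled HEK293 TREx D1, plated overnight at 30 C and loaded with no-wash calcium dye.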
RXFP1 antagonist = qHTS Assay for Antagonists of the Relaxin Receptor RXFP1. Relaxin receptor 1 (Homo sapiens), Q9HBX9. HEK293-RXFP1, relaxin-stimulated cAMP HTRF, 30 min; active compounds read low. activity change, negative = inhibition, % at 57.5 µM. hit rate 0.59% among 350,000. AID 1259400, 2018;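 active = activity change of -60% or lower, but not beyond a set lower limit; inconclusive = change between -60% and -40%, or beyond the set limit; inactive = change above -40%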; also: % is scaled to controls: 0 for no effect and ±100 for the full control effect
D2 potentiator = HTS Assay for Positive Allosteric Modulators of the Human D2 Dopamine Receptor: Primary Screen for Potentiators. D(2) dopamine receptor (Homo sapiens), P14416. HEK293 T-REx D2, calcium flux, EC20 dopamine potentiation. potentiation, % at 10 µM. hit rate 0.34% among 340,000. AID 485347, 2010;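 active = potentiation over 3 SD above the plate norm, cut at about 30% in these data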; also: 0% is about no effect
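Potentiation of an EC20 dopamine calcium response is measured in a force-coupled, tetracycline-inducible Hek293 Trex D2 line. Compound-only kinetic reads over 180 s flag agonists before dopamine addition.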
* hit, by the source's call; ? = inconclusive; . = no result given. This is a subset (hit frequency here may not be typical).

SMILES	RXFP1 agonist	D2 ag	D1 PAM	D2 antagonist	TRHR PAM	D1 antag	D1 agonist	RXFP1 antagonist	D2 potentiator
COC(=O)c1scc(C)c1NC(=O)CC1NCCNC1=O (configuration not stated)	-0.4%	0.5	15	-1	-1	-24	4	5	3
S=C(NCCc1ccccc1)N1CCn2cccc2C1c1ccncc1 (configuration not stated)	0.4%	2.3	-1	-19	6	-11	10	-33	-21
CCOc1ccc(CN2CCCC(CNC(=O)c3ccc(F)cc3)C2)cc1CO (configuration not stated)	3.5%	0.2	1	6	3	4	1	1	-10
O=C(NC1CCCCC1)c1ccc(CS(=O)Cc2ccc(Cl)cc2)o1 (configuration not stated)	0.5%	-1.6	0	-10	-5	9	-1	20	-1
COc1ccc(NS(=O)(=O)c2cccc(NC(=O)NCCCl)c2)cc1	-1.6%	-0.5	0	3	1	0	-1	-10	1
O=C(COC(=O)c1ccc(Cl)c([N+](=O)[O-])c1)NC1CCCC1	2.9%	-0.8	-4	-9	-5	-24	1	-20	-6
CCOc1ccccc1C(=O)N(Cc1ccco1)Cc1ccccc1F	5.0%	-0.2	2	.	-6	-16	3	-2	0
COc1ccc(CN2CCN(C(C)C(=O)N(C)Cc3cccc(F)c3)CC2)cc1OC (configuration not stated)	2.8%	0.1	-8	-3	23	6	6	1	0
CCCOC(=O)c1c(NC(=O)CCCn2nc([N+](=O)[O-])cc2C)sc(C(=O)OC)c1C	-0.1%	0.1	-2	-7	-3	-10	3	-10	-18
CCc1nnc(NC(=O)CSc2nnc(-c3ccccc3O)n2-c2ccc(C)cc2C)s1	1.0%	-0.4	-6	4	5	12	3	-20	15
O=C(O)c1ccc(S(=O)(=O)N[C@H](Cc2ccc([N+](=O)[O-])cc2)C(=O)O)cc1	1.4%	.	-3	.	0	9	2	.	.
COc1cc(NC(=O)c2ccc3c(SCC(=O)O)c4c(nc3c2)CCC4)cc(OC)c1OC	-0.2%	-0.5	0	36*	6	5	3	-2	-11
COc1ccc(NC(=O)C2CCCN2c2ccc(OC)c(OC)c2)cc1OC (configuration not stated)	0.0%	-0.1	2	9	1	10	2	-5	-5
COc1ccc(CCNC(=O)CN2C(=O)COc3ccc(C)cc32)cc1OC	?	.	5	.	12	5	2	.	-2
CCOC(=O)C1CCN(S(=O)(=O)c2ccc(CN3C(=O)c4cccnc4C3=O)cc2)CC1	4.9%	0.0	5	1	0	19	-2	10	-2
COc1ccc(C)c2sc(N(CCN(C)C)C(=O)c3ccc4ccccc4c3)nc12	-0.6%	.	-2	.	2	2	5	-29	-10
NC(=S)N/N=C/c1ccc2c(c1)OCCO2	-0.3%	0.1	-1	19	0	-26	2	-23	0
C=C(C)CSc1nnc([C@@H]2CCCN2C(=O)OC(C)(C)C)o1	0.1%	-0.4	-1	4	0	10	0	-11	8
Nc1c(NCc2ccccc2)c(=O)c1=O	0.0%	0.5	2	10	-3	-2	3	-2	-11
COc1ccc(CNC(=O)C2CCN(C(=O)N(C)C)CC2)c(OC)c1	0.0%	-0.7	0	-12	-6	-18	0	8	-1
CCCCn1c(N)c(N(CC(C)C)C(=O)c2cccc(S(=O)(=O)N3CCCCCC3)c2)c(=O)[nH]c1=O	-0.9%	-0.2	0	2	2	-5	1	5	-1
O=C(Nc1ccc2c(c1)OCO2)c1ccc(S(=O)(=O)NCC2CCCO2)cc1 (configuration not stated)	0.8%	-0.6	-8	-13	-7	-7	1	-2	-5
CC1=Nc2cc(C(=O)N3CCCC3)ccc2Sc2c(C)ccc(C)c21	-0.5%	-0.5	2	1	-4	-18	-2	-6	0
CC(=O)Nc1nonc1NC(=O)CSc1ccccn1	2.3%	0.6	1	5	0	2	2	-11	0
O=C(CC1Nc2ccccc2NC1=O)Nc1ccccc1 (configuration not stated)	-0.9%	0.0	4	12	0	9	4	-18	-5
CC(C)c1ccc(N=Cc2c(O)c3ccccc3oc2=O)cc1	0.1%	-0.5	-3	-10	-6	-1	7	-21	4
Cc1noc2ncnc(N3CCCC(C(=O)Nc4cccc(C(F)(F)F)c4)C3)c12 (configuration not stated)	0.7%	.	-4	.	15	6	10	-25	.
Cn1ncc2c(N3CCN(c4ccccc4Cl)CC3)ncnc21	3.2%	-1.1	-2	.	-4	-28	5	20	-10
CCN(Cc1ccccc1)C(=O)CSc1nc(C)cc2c1C(=O)OC2	2.0%	-0.6	-5	-5	-8	1	2	4	0
Cc1ccc(C)c(NC(=S)N2CCCCC2CO)c1 (configuration not stated)	3.5%	16	6	-16	0	-16	0	-3	4
CN(C)CCNc1oc(-c2ccc(COc3ccc(Cl)cc3)o2)nc1C#N	-0.5%	.	-1	.	0	-8	24	-21	-1
COc1cccc(NC(=O)CSc2nc(=O)n(Cc3ccccn3)c3c2CCC3)c1	0.5%	0.7	-1	.	14	.	-4	.	11
CC1(C)CC(=O)C2=C(C1)N(c1ncn[nH]1)C(N)=C(C#N)C2c1ccccc1 (configuration not stated)	0.9%	-1.5	-18	-17	6	3	1	-1	11
CC(=O)NC12CC3CC(C1)CC(C(=O)N(C)CC(=O)Nc1cccc(F)c1)(C3)C2	-0.4%	0.5	-4	2	0	5	1	-4	-1
CC1(C)Cc2c(sc3c2c(=N)n(Cc2ccco2)c(=O)n3CC(=O)Nc2ccc(Cl)cc2)CO1	-1.0%	-0.7	-12	12	-8	-21	1	6	7
COc1ccc(C(=O)NCC(c2ccc3c(c2)OCO3)N2CCN(c3ccc(F)cc3)CC2)cc1 (configuration not stated)	0.9%	-0.5	-7	.	0	-6	2	-33	-14
CCN(CC)C(=O)CSc1nc2ccccc2c(=O)n1OC	-0.3%	-0.1	9	-12	-12	2	-1	-3	0
CCOC(=O)C1CCN(C(=O)C2CCC(=O)N(CC3CCCCC3)C2)CC1 (configuration not stated)	-0.8%	-0.5	-4	-10	17	12	2	-2	15
Cc1ccnc(NS(=O)(=O)c2ccc(NS(C)(=O)=O)cc2)n1	-2.8%	0.5	-3	14	-2	6	3	2	-4
CC(=O)N(C(C)=O)n1c(C)nc2sc3c(c2c1=O)CCCC3	4.6%	-0.3	4	-6	0	15	1	1	-2
COc1ccc(NC(=O)C(=O)NCCO)cc1Cl	7.5%	.	-4	.	5	-12	5	-5	.
Cc1ccnc(NC(=O)CCCOc2cc(=O)n(C)c3ccccc23)c1	1.7%	-2.5	3	-9	1	7	0	-8	0
COc1cc(C(=O)Oc2cccnc2)cc(OC)c1OC	1.1%	-0.4	6	-1	-3	-16	2	2	7
CCC(=O)Nc1cc2[nH]c(=O)cc(C)c2cc1C	0.6%	4.0	-3	-1	-2	-15	2	0	-6
O=C(NCC1CCCO1)c1ccc(NC(=O)C2CC=CCC2C(=O)O)cc1 (configuration not stated)	-0.2%	0.0	-9	-6	9	10	0	-2	10
c1ccc(Nc2nc(N3CCCCC3)nc(N3CCCCC3)n2)cc1	2.0%	0.7	2	11	7	6	2	-5	10
O=C(NNc1c2ccccc2nc2ccccc12)c1ccc(O)cc1O	0.0%	0.6	0	9	-4	7	1	?	11
COc1ccc(CCNC(=O)C2CCCN2C(=O)Nc2ccc(Cl)cc2)cc1OC (configuration not stated)	0.7%	-0.7	1	-2	18	6	2	2	-1
O=C(Cn1c(NCCO)nc2ccccc21)N1CCN(Cc2ccccc2)CC1	0.4%	.	-1	.	2	-41*	1	10	4
COc1ccc(C(=O)N2CCSCC2)cc1OC1CCN(C(C)=O)CC1	-0.4%	0.1	-2	-12	3	9	3	-8	12
O=S(=O)(Nc1ccc(Cl)cc1)c1cccc2nsnc12	4.4%	-0.4	3	-3	4	-20	7	-7	-4
Cc1nonc1OCCN1CCN(c2ccccc2[N+](=O)[O-])CC1	1.2%	16	-2	53*	3	-19	4	5	-40
CSCCC(=O)N(C)CC1CCN(CCc2cccc(C(F)(F)F)c2)CC1	0.5%	0.6	-4	9	4	-4	3	-3	-8
CCOC(=O)c1cnc2c(-c3ccccc3OC)c(C)nn2c1C	1.3%	-1.3	-2	20	15	-2	0	-6	-6
C=C1CCN([C@@H](C)C(=O)NCc2ccc(Cl)cc2)S(=O)(=O)c2ccccc21	0.3%	-0.8	0	-9	0	10	2	.	4
O=C(CCn1c(=S)[nH]c2ccccc2c1=O)NCCCN1CCOCC1	-2.4%	3.2	2	7	4	3	1	5	-6
Cc1cccc(C(=O)NCC(=O)NCC(c2ccco2)N2CCCCC2)c1 (configuration not stated)	0.9%	0.2	-7	9	1	-1	1	0	-4
O=C(c1cc2nc(-c3ccccc3)cc(-c3ccccc3)n2n1)N1CCN(C(=O)c2ccco2)CC1	6.3%	0.3	-6	14	-3	3	3	-2	-2
CCCCNC(=S)Nc1ccc(Cl)cc1	0.7%	1.1	3	4	-2	-33*	10	-5	-3
O=C(c1cc(-c2ccccc2O)on1)N1CCCCC1	-0.6%	-0.8	1	.	-4	0	-1	2	16
CCN(CC)S(=O)(=O)c1ccc(/C=C/C(=O)Nc2ccc(Br)cc2F)cc1	5.9%	-0.4	-4	-8	2	1	17	3	-7
COc1ccc(Cc2nnc(NC(=O)C3CCN(C(=O)c4ccco4)CC3)s2)cc1	-0.4%	-0.5	23	0	-4	6	5	2	-11
COc1ccc(/C=C2\C(=O)ON=C2c2ccccc2)cc1	1.8%	2.2	3	1	3	-1	9	5	15

Some of these compounds in order of heavy-atom count, largest number first:
SMILES	RXFP1 agonist	D2 ag	D1 PAM	D2 antagonist	TRHR PAM	D1 antag	D1 agonist	RXFP1 antagonist	D2 potentiator
COc1ccc(C(=O)N2CCSCC2)cc1OC1CCN(C(C)=O)CC1	-0.4%	0.1	-2	-12	3	9	3	-8	12
c1ccc(Nc2nc(N3CCCCC3)nc(N3CCCCC3)n2)cc1	2.0%	0.7	2	11	7	6	2	-5	10
CCCCNC(=S)Nc1ccc(Cl)cc1	0.7%	1.1	3	4	-2	-33*	10	-5	-3

Screening data: PubChem, National Center for Advancing Translational Sciences (NCATS)
